High-throughput results deposited in PubChem BioAssay by National Center for Advancing Translational Sciences (NCATS).
LDHA block: LDHA (human) enzyme inhibition; P00338; purified LDHA, NADH/diaphorase-resazurin fluorescence; active compounds read low; activity change, % (values are at about 110 or 230 µM); 0.15% of 480,000 active; AID 1347041; in the data active = activity change below about -30%; inconclusive = mostly about -25% to -30%;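 also: plate controls were DMSO wells for no effect and wells without enzyme for full effect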
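Enzyme activity of human lactate dehydrogenase 5 (2 nM; 0.06 mM NADH, 0.2 mM pyruvate, 5 min, RT) is measured via a resazurin/diaphorase fluorescence readout of residual NADH.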
12-LOX inh: inhibitors of human 12S-lipoxygenase ALOX12; P18054; purified 12hLO, xylenol orange hydroperoxide absorbance; Potency, µM (series often up to 108 µM), inactives show at the highest dose activity change, negative = inhibition, most hits filed as inhibitors; 1.1% of 580,000 active; active = well fitted inhibition curve with a large enough effect; inconclusive = small, poorly fitted or top-dose-only effect, or another doubt; inactive = no such curve, though single readings can be large or run the other way; also: potency is read from the fitted curve at half-maximal effect
Target sequence (P18054 whole entry, looked up): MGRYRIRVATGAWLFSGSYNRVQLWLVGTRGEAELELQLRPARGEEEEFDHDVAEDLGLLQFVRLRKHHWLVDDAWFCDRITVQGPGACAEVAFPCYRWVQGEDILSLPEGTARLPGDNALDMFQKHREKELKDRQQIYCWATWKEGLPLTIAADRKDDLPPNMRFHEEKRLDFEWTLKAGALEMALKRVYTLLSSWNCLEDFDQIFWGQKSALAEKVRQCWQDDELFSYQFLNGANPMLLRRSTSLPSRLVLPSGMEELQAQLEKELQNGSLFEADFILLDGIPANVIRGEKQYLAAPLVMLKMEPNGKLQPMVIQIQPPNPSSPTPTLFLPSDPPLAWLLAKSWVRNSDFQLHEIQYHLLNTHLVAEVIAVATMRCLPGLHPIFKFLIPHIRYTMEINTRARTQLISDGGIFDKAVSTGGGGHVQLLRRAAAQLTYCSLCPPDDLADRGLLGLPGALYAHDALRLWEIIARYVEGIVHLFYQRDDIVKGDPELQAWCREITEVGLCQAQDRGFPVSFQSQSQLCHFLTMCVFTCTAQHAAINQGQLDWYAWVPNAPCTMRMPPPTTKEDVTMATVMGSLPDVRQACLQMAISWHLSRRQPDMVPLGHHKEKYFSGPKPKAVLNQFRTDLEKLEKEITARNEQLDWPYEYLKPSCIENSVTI
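Purified human 12hLO (150 nM final) in 25 mM Hepes, 0.01% Triton X-100, pH 7.0 was preincubated 15 min at room temperature with compound. Then 40 uM arachidonic acid was added, 30 min. Hydroperoxide was read by Fe-XO absorbance ratio 573/405 nm.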
The depositor's hits bear a star; [ ] = another dose, or the depositor's remark. Unless noted, % is scaled to controls: 0 for no effect and ±100 for the full control effect. Only part of the results is shown (hit frequency here may not be typical).

Screening CCOc1ccc(CNc2nc(NCc3ccc(OCC)cc3)n(S(=O)(=O)CC)n2)cc1 returned LDHA block 13 and 12-LOX inh inconclusive.
Screening COC(=O)c1cc(NC(=O)c2cccc(N(C)C)c2)cc(C(=O)OC)c1 returned LDHA block 7 and 12-LOX inh 7%.
Screening COc1cc(-c2cc(NC=O)c3ncc(-c4cccc(C(=O)N(C)C)c4)n3c2)cc(OC)c1OC returned LDHA block 5 and 12-LOX inh -5%.
Cc1ccc(C)c(N2CC(c3nc4ccccc4[nH]3)CC2=O)c1 (stereo unspecified) was read as LDHA block -11 and 12-LOX inh 20%.
N#Cc1ccccc1NC(=O)c1cnc2ccccc2n1 was read as LDHA block 9 and 12-LOX inh -7%.
Screening Cc1cc(CS(=O)(=O)Cc2ccc(Cl)c(Cl)c2)on1 returned LDHA block 2 and 12-LOX inh -23%.
For C[C@H](NC(=O)[C@@H]1CCCN1C(=O)[C@@H]1CCCN1C(=O)c1cccs1)c1ccccc1 the results were LDHA block -2 and 12-LOX inh 2%.
Screening CCSc1n[nH]c2nc3c(c(=O)n12)C(C)(CC)Cc1ccccc1-3 (stereo unspecified) returned LDHA block -1 and 12-LOX inh inconclusive.
CCCC(=O)N1CCN(c2nc(C)c3c(c2C#N)CCCC3)CC1 was read as LDHA block 8 and 12-LOX inh -42%.
`COc1ccc(CNC(=O)Cn2c(=O)c3c(C)cc(C)nc3n(-c3ccccc3OC)c2=O)cc1` gave LDHA block 2 and 12-LOX inh -6%.
Screening Cc1ccc(-c2nn3c(C(C)C)nnc3c3ccccc23)cc1S(N)(=O)=O returned LDHA block 4 and 12-LOX inh 9%.
`Cc1nc(SC(C)C(=O)NCCC2=CCCCC2)nc(C)c1C` (stereo unspecified) gave LDHA block 0 and 12-LOX inh 3%.
Screening Cc1nc(N2CCN(Cc3ccc4c(c3)OCO4)CC2)[nH]c(=O)c1Cc1cccc2ccccc12 returned LDHA block -7 and 12-LOX inh inconclusive.
`COc1ccc(C(=O)OCc2ccc(Br)cc2)cc1OC` gave LDHA block 12 and 12-LOX inh 23%.
For COCC(=O)N1CCN(c2oc(-c3ccco3)nc2C#N)CC1 the results were LDHA block inconclusive and 12-LOX inh -27%.
Screening O=C(NC1CC1)c1cccc(NC(=O)c2cc(=O)c3ccccc3o2)c1 returned LDHA block -2 and 12-LOX inh inconclusive.
Screening Cc1ccc(-c2nc3ccc(C(=O)N4CCC(CC(=O)N5CCCCCC5)CC4)cc3o2)cc1 returned LDHA block 5 and 12-LOX inh -16%.
Screening Cc1ccc(NC(=O)CN(C)S(=O)(=O)c2ccc(C(=O)N3CCOCC3)s2)c(C)c1 returned LDHA block -9 and 12-LOX inh -54%.
Screening COc1ccc2c(c1)CC/C2=N\OC(=O)c1cc(Cl)ccc1OC returned LDHA block 1 and 12-LOX inh -27%.
`Cc1ccc(CCNC(=O)CCS(=O)(=O)c2ccc3c(c2)NC(=O)CS3)cc1` gave LDHA block 8 and 12-LOX inh inconclusive.
`C=CCNC(=O)c1cc(-c2ccccc2Cl)nc2ccccc12` gave LDHA block -7 and 12-LOX inh 0%.
CCc1ccccc1N(C)S(=O)(=O)c1ccc(/C=C\c2onc(C)c2NC(=O)C2CC2)cc1 was read as LDHA block 0 and 12-LOX inh -9%.
Screening CCSc1nc2c(c(=O)n(C)c(=O)n2C)n1CCCc1ccccc1 returned LDHA block 1 and 12-LOX inh 5%.
Clc1ccccc1-n1c(SCc2nc(-c3cccs3)no2)nnc1N1CCCC1 was read as LDHA block 4 and 12-LOX inh 26%.
Screening COc1ccc2c(C)c(CC(=O)NCCCN3CCCC3=O)c(=O)oc2c1OC returned LDHA block -2 and 12-LOX inh 0%.
Cc1ccc(-c2[nH]ncc2CNCc2cccnc2)cc1 was read as LDHA block -7 and 12-LOX inh inconclusive.
Screening O=C(NCc1coc(-c2cccs2)n1)c1ccc(Cl)cc1Cl returned LDHA block -22 and 12-LOX inh 6%.
For COc1cc(/C=C(/C#N)C(=O)Nc2cccc3ncccc23)ccc1OCC(C)C the results were LDHA block -8 and 12-LOX inh -11%.
`O=C(Nc1ccc2oc(=O)ccc2c1)c1ccc(Cl)c(Cl)c1` gave LDHA block -6 and 12-LOX inh inconclusive.
COc1ccc(CCCNC(=O)C2Cc3c(-c4cccc(C(C)=O)c4)ccnc3O2)cc1 (stereo unspecified) was read as LDHA block 2 and 12-LOX inh -23%.
CCNC(=O)C1(C)CCN(Cc2ccc(C(F)(F)F)cc2)C1 (stereo unspecified) was read as LDHA block -8 and 12-LOX inh -11%.
`Cc1cc(/C=C/c2nc3c(ccc4ccccc43)s2)cc(C)c1O` gave LDHA block -2 and 12-LOX inh 6.3µM*.
For O=C(NCCCc1ccccc1)c1cc2cc([N+](=O)[O-])ccc2oc1=O the results were LDHA block 1 and 12-LOX inh -14%.
Screening CN(C)C(=O)c1ccc(NC(=O)Cc2cccs2)cc1 returned LDHA block 4 and 12-LOX inh 5%.
CCN(C(=O)C(C)OC(=O)c1cc(=O)c2ccccc2o1)c1ccccc1 (stereo unspecified) was read as LDHA block 16 and 12-LOX inh -29%.
CCN(Cc1ccccc1)C(=O)Cn1cnc2c(cnn2C)c1=O was read as LDHA block 3 and 12-LOX inh 10%.
`CCN1CCN(CCNC(=O)C2CCN(S(=O)(=O)c3ccc4c(ccn4CC)c3)CC2)CC1` gave LDHA block 0 and 12-LOX inh -25%.
For CC(C)NC(=O)N(C)C[C@@H]1OCCCC[C@@H](C)Oc2ccc(NC(=O)Nc3ccc(F)cc3)cc2C(=O)N([C@H](C)CO)C[C@@H]1C the results were LDHA block 0 and 12-LOX inh -22%.
`CCOc1ncccc1C(=O)N(Cc1nnc(-c2ccccc2)o1)C(C)C` gave LDHA block 6 and 12-LOX inh 1%.
`COc1ccc(S(=O)(=O)N2CCN(C(=O)NC3CC3)CC2)cc1` gave LDHA block -2 and 12-LOX inh 46%[activator].
Screening O=C1C=C(NCCN2CCOCC2)CC(c2ccco2)C1 (stereo unspecified) returned LDHA block 1 and 12-LOX inh -7%.
COC(=O)[C@@H](Cc1ccccc1)NC(=O)/C=C/[C@H]1O[C@@H](n2cnc3c(NC(=O)c4ccccc4)ncnc32)[C@H](O)[C@@H]1O was read as LDHA block -6 and 12-LOX inh -9%.
O=C(O)c1cc(NCc2ccc(OCc3ccccc3)cc2)ccc1N1CCOCC1 was read as LDHA block 8 and 12-LOX inh 17%.
For CC(=O)Nc1ccc(NC(=O)c2ccccc2Br)cc1 the results were LDHA block -8 and 12-LOX inh 4%.
For COc1ccc(-c2c(NC(=O)C3CCCCC3)oc3ccccc3c2=O)cc1 the results were LDHA block -13 and 12-LOX inh -21%.
`CCCn1c(=O)[nH]c(=O)c2c1nc(-c1cccc(OC)c1)n2CCOC` gave LDHA block 29 and 12-LOX inh -1%.
`CC(=O)C1=C(C)Oc2ncn3nc(COc4cccc(C)c4C)nc3c2C1c1ccco1` (stereo unspecified) gave LDHA block -2 and 12-LOX inh -16%.
`COc1cc2c(c(OC)c1)C(c1ccc(F)c(Br)c1)C1=C(CCCC1=O)N2` (stereo unspecified) gave LDHA block 13 and 12-LOX inh inconclusive.
`Cc1ccc(CNC(=O)c2cccc(CS(C)=O)c2)cc1` (stereo unspecified) gave LDHA block 6 and 12-LOX inh 21%.
`CCOC(=O)C(NC(=O)c1cccc(C(F)(F)F)c1)(OCc1ccccc1)C(F)(F)F` (stereo unspecified) gave LDHA block -22 and 12-LOX inh 32%[activator].
Cc1ccc(C(=O)NC(c2cccnc2)c2ccc(C)c(C)c2)cc1 (stereo unspecified) was read as LDHA block 9 and 12-LOX inh 14%.
Screening CN1CCN(C(=O)c2ccc3nc(-c4ccc(F)cc4)c(-c4ccc(F)cc4)nc3c2)CC1 returned LDHA block -14 and 12-LOX inh 21%.
COCc1nn2c(c1-c1ccccc1)NC(=O)CC2C(=O)Nc1ccccc1C(F)(F)F (stereo unspecified) was read as LDHA block 8 and 12-LOX inh 11%.
For CC/C=C(/C)C(=O)NCC(C)(C)N1CCOCC1 the results were LDHA block 7 and 12-LOX inh 4%.
For CC1=C(C(=O)N(C(C)C)C(C)C)CC(CC(=O)NCCN2CCOCC2)C(=O)N1CCCN1CCCC1=O (stereo unspecified) the results were LDHA block -11 and 12-LOX inh -14%.
Screening CC(OC(=O)c1sc2ccccc2c1Cl)C(=O)N1CCNC1=O (stereo unspecified) returned LDHA block -2 and 12-LOX inh 4%.
`N#CC(C#N)=c1[nH]c2ccccc2/c1=C\c1ccccc1` gave LDHA block 89 and 12-LOX inh inconclusive.
For OC(c1ccccc1)c1ncc(-c2ccccc2F)[nH]1 (stereo unspecified) the results were LDHA block -11 and 12-LOX inh -36%.
CCCCCNC(=O)c1cc(-c2ccc(Cl)cc2)nc2ccccc12 was read as LDHA block 3 and 12-LOX inh 10%.
Cc1ccc(S(=O)(=O)N2CCOCC2)cc1NC(=O)COC(=O)c1ccccc1C(F)(F)F was read as LDHA block -1 and 12-LOX inh -23%.
CC(C)Nc1nc(-c2ccccc2F)c2sc(-c3ccccc3)cc2n1 was read as LDHA block -1 and 12-LOX inh inconclusive.
CSc1ccc(C2CC(=O)NC3=C2C(=O)CC(C)(C)C3)cc1 (stereo unspecified) was read as LDHA block 1 and 12-LOX inh 0%.
For O=C(CSc1ncc(-c2ccc(F)cc2)o1)Nc1ccc(O)cc1 the results were LDHA block 8 and 12-LOX inh -16%.
Screening CN(C)CCNC(=O)c1cccc(-c2cccc3nccn23)c1 returned LDHA block -6 and 12-LOX inh 0%.
For Cc1cc(Oc2cccc(C#N)c2C#N)cc(Oc2cccc(C#N)c2C#N)c1 the results were LDHA block -6 and 12-LOX inh 0%.
For Cc1ccc(NC(=O)C(Sc2ccc(S(=O)(=O)N3CCOCC3)cn2)c2ccccc2)cc1 (stereo unspecified) the results were LDHA block 6 and 12-LOX inh -17%.
COCc1nnc(NC(=O)c2ccc3c(ccn3Cc3ccccc3)c2)s1 was read as LDHA block -2 and 12-LOX inh 10%.
CC1=C(C(=O)OC(C)(C)C)C(c2ccc(Cl)cc2)NC(=O)N1 (stereo unspecified) was read as LDHA block 8 and 12-LOX inh -26%.
For COc1ccc(S(=O)(=O)N(C)C)cc1NC(=O)Cc1nn(C)c(=O)c2ccccc12 the results were LDHA block 0 and 12-LOX inh 2%.
For CCOC(=O)[C@]12CCCC=C1N(Cc1ccc3c(c1)OCO3)C(=O)[C@H](CC(=O)NCC1CCCCC1)C2 the results were LDHA block 1 and 12-LOX inh inconclusive.
`COC(=O)c1ccc(NC(=O)c2noc3c2COc2ccc(C)cc2-3)cc1` gave LDHA block -2 and 12-LOX inh 19%.
`Cc1cccc(C2CC(c3ccccc3)=NN2c2ccc(S(N)(=O)=O)cc2)c1` (stereo unspecified) gave LDHA block -5 and 12-LOX inh inconclusive.
`COc1cc(-c2ccccc2)sc1C(=O)N1CCS(=O)CC1` gave LDHA block 10 and 12-LOX inh inconclusive.
`COc1cc(C2CC(=O)Nc3c(C(=O)O)cn(-c4ccc(F)cc4)c32)cc(OC)c1OC` (stereo unspecified) gave LDHA block 21 and 12-LOX inh -57%.
Screening CN(CC(=O)NCC(F)(F)F)C1CCCc2ccccc21 (stereo unspecified) returned LDHA block 5 and 12-LOX inh 21%.
For Cc1ccccc1CCNC(=O)c1nccnc1N the results were LDHA block 4 and 12-LOX inh 32%[activator].
Screening Cc1cccc(/C=C(/C(=O)O)c2cccs2)c1 returned LDHA block 3 and 12-LOX inh inconclusive.
COc1ccc(Cc2nc3c4c(ncn3n2)Oc2cc(O)ccc2C4c2ccccc2)cc1OC (stereo unspecified) was read as LDHA block 1 and 12-LOX inh 0%.
Screening O=C(NC1(C(F)(F)F)N=C(c2ccccc2)N(CCc2ccccc2)C1=O)C1CC1 (stereo unspecified) returned LDHA block 2 and 12-LOX inh 25%.

Entries shown so far that contain a Cl atom, in the order listed:
Screening Cc1cc(CS(=O)(=O)Cc2ccc(Cl)c(Cl)c2)on1 returned LDHA block 2 and 12-LOX inh -23%.
Screening COc1ccc2c(c1)CC/C2=N\OC(=O)c1cc(Cl)ccc1OC returned LDHA block 1 and 12-LOX inh -27%.
`C=CCNC(=O)c1cc(-c2ccccc2Cl)nc2ccccc12` gave LDHA block -7 and 12-LOX inh 0%.
Clc1ccccc1-n1c(SCc2nc(-c3cccs3)no2)nnc1N1CCCC1 was read as LDHA block 4 and 12-LOX inh 26%.
Screening O=C(NCc1coc(-c2cccs2)n1)c1ccc(Cl)cc1Cl returned LDHA block -22 and 12-LOX inh 6%.
`O=C(Nc1ccc2oc(=O)ccc2c1)c1ccc(Cl)c(Cl)c1` gave LDHA block -6 and 12-LOX inh inconclusive.
Screening CC(OC(=O)c1sc2ccccc2c1Cl)C(=O)N1CCNC1=O (stereo unspecified) returned LDHA block -2 and 12-LOX inh 4%.
CCCCCNC(=O)c1cc(-c2ccc(Cl)cc2)nc2ccccc12 was read as LDHA block 3 and 12-LOX inh 10%.
CC1=C(C(=O)OC(C)(C)C)C(c2ccc(Cl)cc2)NC(=O)N1 (stereo unspecified) was read as LDHA block 8 and 12-LOX inh -26%.
